p53ts 39C tox – kills p53ts cells at the nonpermissive temperature | H1299-p53A138V viability at 39C, ATP luminescence, 24 h | Potency, µM (highest dose often 46.1 µM), for the others: at the highest dose activity change, negative = cell killing, most hits filed as cytotoxic | 1.5% of 130,000 active | AID 902; also: nearly all actives have a fitted effect of over 55% in size
p53ts 32C tox – kills p53ts cells at the permissive temperature. H1299-p53A138V at 32C, ATP luminescence viability, 24 h. Potency, µM (doses to about 46.1 µM), inactives show at the top dose activity change, negative = cytotoxicity, most hits filed as cytotoxic. 0.93% of 130,000 active. AID 924;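 also: 0% = DMSO and -100% = full killing by reference compound; nearly all actives have a fitted effect of over 55% in size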
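Cells: H1299 p53ts (A138V), 600/well, pre-incubated 16–30 h at 37C. Cpd up to 46 uM, 24 h, 32C. Readout: ATPlite luminescence, 20 min RT. Normalization: DMSO vs tamoxifen 100 uM. AC50 by Hill equation.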
IkB sig inh – inhibitors of IkB signaling in ABC-DLBCL cells | ABC-DLBCL IkBa-CBG/CBR dual luciferase ratio, 4 h; response scale: scaled: untreated 0%, proteasome inhibitor 100% | Potency, µM (series often up to 57.1 µM), inactives show top-dose IkBa stabilization activation | 0.04% of 110,000 active | AID 445; active = well fitted curve in the direction sought with a large enough effect in the signal ratio, not every such curve was filed as active; inconclusive = small, poorly fitted or top-dose-only effect, or a change in a side signal; the % refers to the signal ratio;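 also: the direction sought is a rising ratio; 0% = basal untreated cells and 100% = reference inhibitor full response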
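Curves were fitted separately to fusion (green), unfused (red) and ratio luminescence, then classed by r2, magnitude and activity. Cells: OCI-Ly3, 4 h compound plus doxycycline at 37C; 10 uM MG-132 defined full response.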
Imprint erasure – inducers of genomic imprint erasure in mouse ES cells | mouse ES Peg3-LacZ reporter, beta-gal luminescence, 40 h | Potency, µM (doses to about 60.7 µM), without a hit: at the highest dose activity change, positive = activation, usual class: activators | 0.02% of 110,000 active;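 also: 0% = negative control wells on the plate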
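Readout: BetaGlo luminescence (5 min, room temp) for LacZ from the normally silent maternal Peg3 allele in female Peg3LacZ-Neo ES cells. Cells 300/well, 40 h, 37C, 5% CO2. Data normalized per plate to negative controls.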
* marks the source's active call; other numbers are inactive results; ? = inconclusive; . = no result given; [ ] = another dose, or the depositor's remark. Unless noted, calls follow the shape of the dose curve; as a rule, active = well fitted curve in the direction sought with a large enough effect; inconclusive = small, poorly fitted or top-dose-only effect, or another doubt; inactive = no such curve, though single readings can be large; an effect the other way counts as inactive or inconclusive. Unless noted, % is scaled to controls: 0 for no effect and ±100 for the full control effect; potency is read from the fitted curve at half-maximal effect. This is a random part of the collection (roughly 1.8% active in at least one column).

SMILES | p53ts 39C tox | p53ts 32C tox | IkB sig inh | Imprint erasure
Cc1cc(C)c(NC(=O)CN2C(=O)C3(SCC(=O)N3c3ccc(F)cc3)c3ccccc32)c(C)c1 (centres undefined) | 10.7% | 6.3% | -2.2% | 5.1%[10.9 µM]
COc1cc(C(O)P(=O)(OC(C)C)c2ccc(N(C)C)cc2)cc(OC)c1OC (centres undefined) | 4.6% | -4.2% | -0.1% | -1.0%
Cc1onc(-c2c(F)cccc2Cl)c1C(=O)Nc1cccc2nsnc12 | -6.1% | 1.5% | 0.7% | -15.1%
Cn1c(=O)c(C(=O)Nc2ccccn2)c(O)c2ccccc21 | ? | ? | ? | -23.6%
O=C(CSc1cn(CC(=O)N2CCCCC2)c2ccccc12)NCc1ccc(F)cc1 | -11.2% | 8.7% | 0.0% | 30.0%[10.9 µM]
CCOC(=O)c1c(C)oc2ccc(N(C(=O)Oc3ccccc3)S(=O)(=O)c3ccc(CC)cc3)cc12 | 16.2% | 13.4% | 5.1% | -7.2%[10.9 µM]
O=S(=O)(c1ccc(Br)s1)N1CCc2ccccc2C1 | -0.3% | 12.0% | 1.1% | -13.3%
COCCNc1ncnc2ccc(-c3cccc(OC)c3)cc12 | -5.9% | -11.1% | -1.5%[11.4 µM] | -10.2%
COc1ccc(NC(=O)c2ccco2)cc1NC(=O)c1ccc(C)c(C)c1 | -29.1% | -14.7% | -2.6% | 10.5%[10.9 µM]
Nc1c(-c2nc(-c3ccc(Cl)cc3)no2)nnn1-c1ccc(C(F)(F)F)c(Cl)c1 | -13.6% | 10.2% | -2.1% | -13.4%[10.9 µM]
O=c1ccc2c(OCCCCc3ccccc3)c3ccoc3cc2o1 | -8.6% | -13.1% | -7.3% | -13.1%
Cn1c(SCC(=O)Nc2nc3ccccc3s2)ncc(C(=O)Nc2ccc(F)cc2)c1=O | -10.6% | 7.5% | 7.2% | -34.5%[inhibitor][10.9 µM]
COc1ccc(NC(=O)N2CC[C@@]3(CCCNC3)C2)cc1 | 8.7% | 8.2% | -2.0%[11.4 µM] | .
CCCN(C(=O)NCc1noc2ccc(C)cc12)c1ccc(Cl)c(Cl)c1 | 1.9% | 11.8% | ? | -10.6%[10.9 µM]
CCCCOCCCNC(=O)c1cccs1 | 17.4% | -5.0% | 1.6% | -9.5%
CCS(=O)(=O)c1ncc(N(Cc2cccc(F)c2)Cc2ccco2)c(C(=O)Nc2ccccc2Cl)n1 | 15.0% | 3.8% | -1.5% | -11.8%[10.9 µM]
COc1cc(C2c3cc4c(cc3C(O[C@@H]3OC5COC(c6cccs6)OC5C(O)C3O)C3COC(=O)C23)OCO4)cc(OC)c1O (some centres undefined) | -25.5% | -15.9% | . | -31.8%[inhibitor]
CCOC(=O)c1ccc(NC(=O)CN(C)S(=O)(=O)c2ccc(OC)cc2)cc1 | 17.0% | 7.3% | 1.1% | -1.4%
O=C(O)[C@H]1C(=CCO)O[C@H]2CC(=O)N12 | 1.3% | -1.9% | . | -2.7%
Cc1cc(C)cc(NS(=O)(=O)c2ccc(-n3cccn3)cc2)c1 | -20.8% | 14.8% | -2.2% | -9.5%[10.9 µM]
C#CCOc1ccc(-c2nnc(Nc3cccc(C)c3)c3ccccc23)cc1 | -28.7% | 0.5% | 6.5% | -11.0%[10.9 µM]
CCOC(=O)CN(C(=O)CNC(=O)c1cccs1)C(C(=O)NC1CCCCC1)c1cccnc1 (centres undefined) | 15.7% | 1.5% | . | .
COc1cccc(C(=O)NCC2CCCO2)c1 (centres undefined) | 5.0% | -3.3% | 1.6% | -9.6%
CC(C)C(=O)Nc1cccc(C(=O)NCCc2ccc(S(N)(=O)=O)cc2)c1 | 14.0% | 4.0% | -1.6% | -1.2%
CC1(C)CC(=O)C(C=Nc2ccc3c(c2)OCO3)=C(O)C1 | -1.2% | -6.8% | -1.3% | -10.7%
Cc1ccc(-c2cc(C(=O)Nc3c(C(=O)c4ccccc4)oc4ccccc34)no2)cc1F | -17.8% | 18.6% | ? | 4.0%[10.9 µM]
COc1ccc(S(=O)(=O)N(CCc2ccccc2)CC(=O)Nc2ccc(C)c(C)c2)cc1OC | 12.1% | -7.8% | ? | -10.8%[10.9 µM]
Cc1csc(NC(=O)CN2CCCCCC2)n1 | -8.0% | -7.2% | -0.7% | -6.2%
COc1ccc(-n2ncc(C(=O)N3CCN(C4CCCCC4)CC3)c2C2CCN(C(=O)OC(C)(C)C)CC2)cc1 | 0.9% | 0.3% | ? | 7.9%[10.9 µM]
Cc1ccc(C(=O)NCc2ccco2)cc1S(=O)(=O)N1CCCCC1 | 7.3% | -8.5% | 1.7% | -21.7%

Results in p53ts 39C tox, for 4 of the compounds above:
canonical_smiles | p53ts 39C tox
Cc1onc(-c2c(F)cccc2Cl)c1C(=O)Nc1cccc2nsnc12 | -6.1%
Cn1c(=O)c(C(=O)Nc2ccccn2)c(O)c2ccccc21 | ?
O=C(CSc1cn(CC(=O)N2CCCCC2)c2ccccc12)NCc1ccc(F)cc1 | -11.2%
CCOC(=O)c1c(C)oc2ccc(N(C(=O)Oc3ccccc3)S(=O)(=O)c3ccc(CC)cc3)cc12 | 16.2%

Further entries:
SMILES | p53ts 39C tox | p53ts 32C tox | IkB sig inh | Imprint erasure
COCC(=O)Nc1cc(=O)n(C)c(=O)n1C | -1.1% | -7.8% | 0.5% | -0.9%
COc1ccc(Cc2ccc3[nH]c(=O)cc(C)c3c2)cc1S(=O)(=O)O | -4.2%[9.22 µM] | 0.0%[9.22 µM] | 0.4%[11.4 µM] | -1.1%[10.9 µM]
COc1ccc(NC(=O)Cn2c(=O)n(-c3ccc(OC)cc3)c(=O)c3ccc(C(=O)NCc4ccc(C)cc4)cc32)cc1 | ? | -15.2% | -2.9% | -17.6%[10.9 µM]
NC(=O)CNC1CC(=O)N(CCc2ccccc2)C1=O (centres undefined) | 5.1% | -0.5% | 0.5% | -1.9%
Cc1ccc(S(=O)(=O)N2CCCN(c3nc4cc(C)ccc4cc3C#N)CC2)cc1 | 7.4% | 1.4% | . | .
Nc1c(C(=O)Nc2ccccc2)sc2nc3c(cc12)CN(Cc1ccccc1)CC3 | ? | -0.8% | 0.0% | 10.9%[10.9 µM]
COc1ccc(-c2cc(C(=O)Oc3ccccc3)c3cc(C)ccc3n2)cc1 | 3.3% | -1.6% | 6.3% | 7.4%[10.9 µM]
CCN(CC)c1ccc2oc(=O)c(C)nc2c1 | ? | -16.7% | ? | -44.7%[inhibitor]
CCOCC(=O)Nc1cccc(OC)c1 | 9.7% | 4.4% | 29.3% | -20.1%
O=C(CCN1C(=O)c2ccccc2C1=O)OCn1nnc2ccccc2c1=O | -1.8% | -1.2% | 0.8% | 11.6%
CC(C)(C)OC(=O)N1CCC(c2c(C(=O)O)cnn2-c2ccccc2Cl)CC1 | -3.9% | 5.0% | 1.0% | -0.9%
CC1=C(C(=O)Nc2ccccc2)C(c2cccs2)n2nnnc2N1 (centres undefined) | 2.0% | 9.7% | 3.0% | -18.8%
Cc1nc2sc(C(N)=O)c(N)c2c(-c2ccc(Br)cc2)c1C(=O)Nc1ccc(Cl)cc1 | ? | ? | 3.7% | -6.6%[10.9 µM]
COc1ccccc1CN1CCCC2(CCN(C(=O)c3cccn3C)CC2)C1 | 2.0% | -2.3% | 0.9%[11.4 µM] | .
CCOC(=O)N1CCN(C(=O)CC(=O)Nc2ccc3nc4n(c(=O)c3c2)CCCCC4)CC1 | -7.3% | 3.6% | -0.6% | -7.2%
CCOC(=O)c1c(Nc2ccc(O)cc2)nnc(-c2ccccc2)c1-c1ccccc1 | -1.0% | -10.9% | ? | 12.9%[10.9 µM]
Cc1ccc(N(CC(=O)Nc2c(C)n(C)n(-c3ccccc3)c2=O)S(C)(=O)=O)cc1C | 15.5% | 2.4% | . | .
COc1ccc(-c2nnc(NC(=O)c3cc(C)on3)s2)cc1 | ? | ? | 2.8% | -8.0%
CCCOc1ccc(/C(O)=C2/C(=O)C(=O)N(CCOC)C2c2cccnc2)cc1 (centres undefined) | -0.3% | 0.8% | -0.8% | -0.6%
Cc1c(NC(=O)c2sc3ccccc3c2Cl)cccc1-c1nc2ccccc2o1 | -6.6% | -2.2% | ? | -12.8%[10.9 µM]
O=C(CN(Cc1ccco1)C(=O)CNS(=O)(=O)c1ccc(F)cc1)NCCc1ccccc1 | -21.9% | -10.9% | -0.9% | -3.8%
O=C(NCCN1CCCCC1)c1ccc(Cc2nc3ccccc3[nH]2)cc1 | -3.0% | 1.0% | . | .
CCCSc1nc2c(c(=O)[nH]1)C(c1ccc(F)cc1F)CC(=O)N2 (centres undefined) | -10.9% | 1.0% | -0.8% | -12.9%[10.9 µM]
COC(=O)c1ccc(C(NC(=O)OCc2ccccc2)/C(C)=C/[C@@H](C)C(=O)NCCN2CCOCC2)cc1 (some centres undefined) | -12.4% | 3.0% | . | -12.1%
O=C(CN1C(=O)CCS(=O)(=O)c2ccccc21)Nc1cccc(F)c1 | 2.9% | -1.2% | 0.7% | 6.7%
Cc1sc2ncn(CC(=O)N(C)c3ccc(C(C)C)cc3)c(=O)c2c1S(=O)(=O)N1CCC(C)CC1 | 27.0% | 31.5%[activator] | ? | -15.3%[10.9 µM]
COCCNC(=O)Cc1cn(C)c2ccccc12 | 5.2% | 15.6% | -0.9% | 1.2%
COc1cc2[nH]c(=O)n(CCCCCC(=O)NCCCN3CCC(C)CC3)c(=O)c2cc1OC | 12.9% | -1.2% | -0.6% | -7.1%
C=CCN(Cc1cc(OC)ccc1OC)S(=O)(=O)N(C)C | 5.2% | -1.1% | -2.1% | -18.6%
COc1ccc(-c2ccc(CCC(=O)O)n2-c2ccccc2O)cc1 | -23.6% | 4.8% | 4.8% | -12.4%[10.9 µM]
CCN(CC)C(=O)c1cnn(-c2ccccc2)c1NC(=O)c1cccs1 | -5.9% | -1.3% | . | .
COc1ccc(-n2c(=O)[nH]cc(C(=O)Nc3ccc(NC(C)=O)cc3)c2=O)cc1 | -6.5% | -7.8% | -0.1% | -4.9%
CN(C)/C=N/c1c(C#N)nnn1Cc1ccccc1 | 7.3% | 7.2% | -0.7% | -9.8%
CCc1c(C)sc2c1CCN(Cc1ccccc1)C2c1ccccc1 (centres undefined) | -1.1% | 26.1% | ? | -11.9%[10.9 µM]
CCOc1ccc(NC(=O)Cn2c(=O)c(CNc3ccccc3)cc3cc4c(cc32)OCCO4)cc1 | -24.4% | -0.6% | 1.0% | -6.3%[10.9 µM]
CC1CCN(c2ccc(-c3cccc(NS(=O)(=O)c4cccs4)c3)nn2)CC1 | 3.16µM* | 10µM* | ? | -13.8%[10.9 µM]
CCCC(c1nnnn1Cc1ccc(OC)cc1)N1CCN(c2ccccc2OC)CC1 (centres undefined) | 2.5% | 9.9% | ? | -9.9%
O=C(O)CCNC(=O)c1ccc(Br)o1 | 0.7% | 0.4% | 0.3% | -3.8%
COc1ccc2[nH]c(=O)c(CN(C)C(=O)c3ccncc3)cc2c1 | 5.6% | 8.2% | 0.0% | 9.1%
CCCn1c(SCC(=O)N2CCN(c3ccc(OC)cc3)CC2)nc2c1c(=O)n(C)c(=O)n2C | -7.5% | 1.1% | 1.1% | -12.6%
Cc1ccccc1N(CC(=O)NC1CCCC1)C(=O)CS(=O)CC(=O)Nc1ccc2c(c1)OCO2 (centres undefined) | -6.8% | 1.8% | 1.6% | -10.5%
Cc1nnsc1C(=O)Nc1cccc(Cl)c1Cl | 1.1% | 5.0% | . | .
CCOc1ccccc1NC(=O)c1cnn2c(C(F)F)cc(-c3ccccc3)nc12 | -0.6% | -2.0% | -1.5% | -3.6%[10.9 µM]
CCn1c(SCc2nc(-c3ccc(OC)c(OC)c3)no2)nnc1-c1cccs1 | -4.2% | -3.0% | 3.2% | -28.0%
COc1ccccc1CN1C(=O)CCC1(C)C(=O)NCc1cccnc1 (centres undefined) | 4.5% | -2.8% | -1.3% | -7.6%
CN1CCN(C(=O)c2c(O)c3cccc4c3n(c2=O)CC4)CC1 | 9.3% | -3.2% | -0.2% | 11.9%
O=C(OCC1CCCN2CCCCC12)c1ccc2c(c1)OCO2 (centres undefined) | -4.2% | -12.5% | 0.0% | -5.6%
Cc1csc2nc(CCNS(=O)(=O)c3ccccc3)cn12 | -30.7% | -4.0% | 3.2% | -3.7%[10.9 µM]
